Bioassay records deposited in PubChem by several laboratories.
NOD1 NF-kB reporter = NOD1 signaling inhibitors, primary screen, cell-based, luminescence, uHTS (AID 1578). 290,000 compounds, 1% hits. NOD1-driven NF-kB luciferase reporter cells, luminescence; higher % means a stronger effect. one-dose inhibition, % at 4 µM; EC50 in µM for titrated hits; in the data active = inhibition mostly above about 36%, no sharp cut-off; inactive = mostly below about 34%;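 also: HEK-293T reporter cells stimulated with the NOD1 agonist gamma-tri-DAP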
Rac1 GTP hydrolysis = MgcRacGAP GTPase-activating activity inhibitors, confirmation, biochemical, ADP Hunter fluorescence | MgcRacGAP-stimulated Rac1 GTP hydrolysis, ADP Hunter fluorescence; higher % means a stronger effect; GST-tagged Rac1 F28L mutant substrate | inhibition, % at 30 µM, or IC50 in µM where a hit was titrated | 340,000 compounds, 0.6% hits;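 active = first-screen hits whose inhibition reached a set limit at any dose in the follow-up dose series; inconclusive = inhibition above the set first-screen limit but never retested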;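 also: fluorescence reports GDP produced by GAP-driven GTP hydrolysis; strong numbers were not always called active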
GPR35 antagonists = inhibition of zaprinast-stimulated GPR35 beta-arrestin translocation – imaging, U2OS, beta-arrestin-GFP, zaprinast agonist, primary screen (AID 2058); U2OS GPR35 beta-arrestin-GFP translocation imaging, zaprinast antagonism; higher % means a stronger effect; inhibition, % at 10 µM, or IC50 in µM where a hit was titrated; 290,000 compounds, 0.052% hits;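 active = inhibition of at least 50% with at least 30 cells and total cytoplasm GFP at most 10,000,000; inconclusive = under 30 cells or total GFP of 10,000,000 plus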
KOR beta-arrestin-1 = kappa opioid receptor blockers – cell-based, luminescence, uHTS (AID 1778). 290,000 compounds, 0.091% hits. KOR beta-arrestin recruitment, luminescence, antagonist mode; higher % means a stronger effect. one-dose inhibition, % at 10 µM; IC50 in µM for titrated hits; in the data active = inhibition above about 50%; also: strong numbers were not always called active
GPR55 beta-arrestin = GPR55 agonists via beta-arrestin recruitment, primary screen, imaging, U2OS cells, beta-arrestin-GFP redistribution (AID 1961) | U2OS GPR55 beta-arrestin-GFP redistribution imaging; higher % means a stronger effect | activation, % at 10 µM; hits with a dose series show EC50 in µM | 290,000 compounds, 0.048% hits;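 active = activation above 40% with more than 50 cells counted in the well; inconclusive = wells holding fewer than 50 cells, flagged as toxic or sparse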;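 also: U2OS osteosarcoma cells stably expressing GPR55 and beta-arrestin-GFP; plate controls were DMSO negative control for no effect and LPI positive control for full effect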
GPR55 LPI antagonism = GPR55 antagonists blocking LPI-driven arrestin recruitment, primary screen, imaging, U2OS, beta-arrestin-GFP, LPI agonist (AID 2013); U2OS GPR55 beta-arrestin-GFP translocation imaging, LPI antagonism; higher % means a stronger effect; 290,000 compounds, 0.13% hits; one-dose inhibition, % at 10 µM; IC50 in µM for titrated hits;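 active = spots per cell inhibited over 60%, with over 100 cells counted and total cytoplasm intensity under 500,000; inconclusive = wells with under 100 cells, flagged as likely toxic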;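 also: U2OS cells stably carrying GPR55 and arrestin-GFP stimulated by 5 µM LPI near EC80; imaged beta-arrestin-GFP aggregate spots per cell after agonist stimulation; plate controls were LPI-stimulated DMSO wells for no effect and DMSO wells without LPI for full effect; some results filed as inactive read as strong as hits; confirmed hits need IC50 under 10 µM and bright autofluorescent wells are also inconclusive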
UTI89 phage lysis = protection from phage-mediated lysis, alamar blue read-out – E. coli UTI89, K1F phage, bacterial capsule biogenesis inhibitors (AID 488966); E. coli UTI89 K1F phage lysis, alamar blue, 2 h; higher % means a stronger effect; inhibition, % at 100 µM; hits with a dose series show IC50 in µM; 340,000 compounds, 0.02% hits;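 active = phage lysis inhibition, versus mean bacterial control, above a set limit; inconclusive = no clear call, values can overlap the other calls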;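 also: capsule biogenesis inhibitors block K1F phage lysis so surviving cells raise fluorescence; higher fluorescence means more inhibition of phage lysis; actives were called in the ten point dose series up to 300 µM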
NTR1 ag = NTR1-driven beta-arrestin-GFP spot formation – imaging, U2OS cells, high content, primary screen (AID 493036). 330,000 compounds, 0.17% hits. P30989. agonist mode. activation, % at 20 µM;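 active = activation at or above 40% of the spot to cytoplasm intensity ratio, with at least 20 cells analyzed; inconclusive = wells under 20 cells, flagged as cytotoxic or low count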;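 also: 0% = DMSO without peptide and 100% = 100 nM NTR1 peptide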
Target sequence (P30989 whole entry, looked up): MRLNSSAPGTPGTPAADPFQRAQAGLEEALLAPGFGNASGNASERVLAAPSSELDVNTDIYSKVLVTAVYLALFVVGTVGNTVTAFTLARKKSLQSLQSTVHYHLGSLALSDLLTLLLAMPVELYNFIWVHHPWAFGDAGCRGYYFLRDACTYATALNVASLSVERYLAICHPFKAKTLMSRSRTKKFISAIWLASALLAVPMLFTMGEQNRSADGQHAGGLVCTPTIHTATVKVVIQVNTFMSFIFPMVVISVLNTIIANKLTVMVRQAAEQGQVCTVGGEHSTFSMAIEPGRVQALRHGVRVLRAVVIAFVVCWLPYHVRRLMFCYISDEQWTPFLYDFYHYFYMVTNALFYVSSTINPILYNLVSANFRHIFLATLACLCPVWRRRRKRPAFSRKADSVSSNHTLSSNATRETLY
KOR beta-arrestin-2 = kappa opioid receptor activators – cell-based, luminescence, uHTS, primary screen (AID 1777); KOR beta-arrestin recruitment, luminescence; higher % means a stronger effect; activation, % at 10 µM, or EC50 in µM where a hit was titrated; 280,000 compounds, 0.02% hits; in the data active = activation above about 50%, passing the limit was not always enough; also: a part of the inactive calls stands beside numbers as strong as those of hits
NTR1 ag cell count 20 µM = also measured in NTR1 ag; calls as there; cell count; measured here: cell count, cytotoxicity flag
Numbers without * were called inactive; ? = inconclusive; nt = no result given; [ ] = another dose, or the depositor's remark. This is a subset (hit frequency here may not be typical).

SMILES	NOD1 NF-kB reporter	Rac1 GTP hydrolysis	GPR35 antagonists	KOR beta-arrestin-1	GPR55 beta-arrestin	GPR55 LPI antagonism	UTI89 phage lysis	NTR1 ag	NTR1 ag cell count 20 µM	KOR beta-arrestin-2
COc1ccc(/C=C(\NC(=O)c2ccc(OC)cc2)C(=O)Nc2ccccc2C(=O)O)cc1	-0.3%	10.3%	-2.7%	3.6%	0.4%	3.6%	0.2%	0.7	76	-4.8%
Cc1ccc(NC(=O)C2CCCN(S(=O)(=O)c3ccc4[nH]c(=O)ccc4c3)C2)c(C)c1 (stereo not given)	-2.6%	-0.4%	-3.8%	-23.6%[20 µM]	-0.3%	1.9%	3.1%	7.5	46	-1.8%
CCC(=O)N1CCc2cc(S(=O)(=O)NC(Cc3ccccc3)C(=O)O)ccc21 (stereo not given)	-29.7%	7.8%	11.9%	-45.6%	-0.2%	3.1%	0.2%	0.7	57	0.0%
CSc1nnc2c(n1)[nH]c1c(C)cccc12	-31.3%	1.4%	-19.3%	-3.9%	0.6%	-10.4%	0.1%	0.9	45	-2.1%
COc1ccc(NC(=O)CSc2nnnn2C)c([N+](=O)[O-])c1	-15.7%	7.6%	-9.9%	16.4%	0.0%	1.6%	-0.8%	2.3	53	-4.0%
O=C(NCCc1c[nH]c2ccccc12)c1cccc(Br)c1	7.1%	4.3%	26.8%	-0.3%	0.0%	0.2%	-0.3%	-0.7	62	-6.1%
CCN(CC)CCc1c(C)[nH]c(C(=O)OCc2ccccc2)c1C	8.2%	7.7%	6.8%	-35.5%	-0.2%	6.8%	-0.1%	-0.3	51	-1.8%
CCOc1ccc(CNCc2ccc(C(=O)O)cc2)cc1OC	-29.3%	8.3%	-7.3%	-21.8%	-0.2%	-2.2%	0.0%	-0.8	101	2.4%
CCOC(=O)N1CCN(c2c(N3CC=C(c4ccccc4)CC3)c(=O)c2=O)CC1	20.8%	2.9%	3.1%	33.4%	-0.1%	17.7%	-0.8%	-1.3	80	-1.0%
O=[N+]([O-])c1cc(CN2CCC(O)CC2)ccc1Cl	-21.6%	17.2%	-7.3%	-7.4%	-0.5%	10.1%	0.0%	-0.1	65	2.0%
Cc1nc(N)sc1-c1csc(N(C)c2ccc(O)cc2)n1	-42.9%	?	9.2%	-1.2%	-0.1%	10.9%	6.6%	-0.7	71	4.6%
CC(C)(C)C(=O)NC1CC2CCCC(C1)N2C(=O)Nc1cccc(Cl)c1 (stereo not given)	54.6%	2.9%	6.0%	36.9%	-0.2%	12.5%	-1.2%	0.0	49	-1.7%
COc1ccc2cc(/C=N/NC(=O)c3c(Cl)cnn3C)c(Cl)nc2c1	-9.8%	3.9%	20.9%	-9.8%	0.1%	22.8%	0.1%	8.5	81	-0.9%
O=C(Nc1ccccc1C(F)(F)F)N1CCCCCC1	-17.1%	1.2%	-10.4%	-7.8%	0.2%	8.2%	-0.2%	0.6	94	1.4%
S=c1[nH]c2ncccc2o1	-18.0%	4.2%	-8.2%	9.2%	0.2%	0.5%	-10.3%	-1.3	57	-3.6%

Profiles as entered above. Order of values: NOD1 NF-kB reporter | Rac1 GTP hydrolysis | GPR35 antagonists | KOR beta-arrestin-1 | GPR55 beta-arrestin | GPR55 LPI antagonism | UTI89 phage lysis | NTR1 ag | NTR1 ag cell count 20 µM | KOR beta-arrestin-2
`CC(C)(C)C(=O)NC1CC2CCCC(C1)N2C(=O)Nc1cccc(Cl)c1` (stereo not given) across the screens: 54.6% | 2.9% | 6.0% | 36.9% | -0.2% | 12.5% | -1.2% | 0.0 | 49 | -1.7%
`COc1ccc(NC(=O)CSc2nnnn2C)c([N+](=O)[O-])c1` across the screens: -15.7% | 7.6% | -9.9% | 16.4% | 0.0% | 1.6% | -0.8% | 2.3 | 53 | -4.0%

(more compounds)
SMILES	NOD1 NF-kB reporter	Rac1 GTP hydrolysis	GPR35 antagonists	KOR beta-arrestin-1	GPR55 beta-arrestin	GPR55 LPI antagonism	UTI89 phage lysis	NTR1 ag	NTR1 ag cell count 20 µM	KOR beta-arrestin-2
CC(C)C(C(=O)Nc1ccc(S(=O)(=O)N2CCOCC2)cc1)N1C(=O)c2ccccc2C1=O (stereo not given)	-0.6%	-1.1%	-11.4%	-9.2%	-0.1%	-1.1%	6.3%	1.5	82	3.1%
CC(C)CCSc1nc(N2CCOCC2)c2c(c1C#N)CC(C)(C)OC2	-34.5%	2.1%	10.2%	15.8%	-0.2%	17.8%	5.1%	13.4	45	4.3%
Cc1cc(C)cc(NS(=O)(=O)c2coc(C(N)=O)c2)c1	-17.8%	3.5%	4.3%	2.5%[20 µM]	-0.3%	1.4%	-0.8%	1.4	46	-5.3%
CC1=NN(/C(=N\c2nnc(C)s2)Nc2ccccc2)[C@H](c2cccc3ccccc23)S1	3.9%	3.4%	9.9%	28.4%	0.3%	13.6%	0.2%	4.0	64	-2.2%
Cc1onc(-c2ccccc2)c1C(=O)Nc1sc2c(c1C(N)=O)CCC2	-19.9%	17.8%	-9.7%	-12.9%	0.2%	-19.5%	0.4%	-2.8	83	4.1%
Cc1ccc2c(c1)C(O)(c1c(C)[nH]c3ccccc13)C(=O)N2 (stereo not given)	-7.9%	7.0%	6.0%	2.6%	0.2%	6.5%	0.2%	nt	nt	6.9%
Cc1c(C(=O)Nc2cccc(N(C)S(C)(=O)=O)c2)cccc1[N+](=O)[O-]	-8.5%	6.7%	-4.4%	-0.8%	0.4%	-4.5%	-0.5%	1.0	41	-0.2%
COc1ccc(CNC(=O)C(C)NCc2ccc(S(N)(=O)=O)cc2)cc1 (stereo not given)	6.7%	5.5%	-1.8%	-11.1%	-0.2%	-4.7%	-0.1%	0.3	53	-2.8%
Cc1cc(OCC(=O)N(C(C)C)C(C)C)cc(C)c1Br	-11.6%	7.4%	-3.4%	-9.0%	0.7%	-5.0%	2.3%[50 µM]	2.7	66	0.5%
Cc1ccc(N/C=C/C(=O)c2sc(-c3ccccc3)nc2C)cc1	20.2%	5.9%	-0.2%	5.0%	-0.2%	-5.4%	0.3%	2.0	42	-2.3%
COc1ccc(OC)c(N(CC(=O)N2CCN(Cc3ccccc3)CC2)S(C)(=O)=O)c1	-11.0%	11.2%	2.4%	-4.0%	-0.1%	-9.9%	0.3%	2.5	65	-5.8%
CC(=O)N1CCN(C(=O)CC2OC(=O)c3ccccc32)CC1 (stereo not given)	nt	-2.4%	6.0%	-10.9%	-0.3%	2.1%	0.7%	0.3	67	-2.2%
O=C(COc1cccnc1[N+](=O)[O-])NC1CCS(=O)(=O)C1 (stereo not given)	-18.7%	-2.9%	-12.5%	nt	0.5%	6.6%	-2.4%	-0.1	47	-2.6%
CC1Cc2ccccc2N1C(=O)CN1C(=O)C(=O)N(Cc2ccccc2)C1=O (stereo not given)	-9.5%	10.5%	10.1%	8.7%	-0.1%	9.9%	0.2%	0.1	56	-7.6%
O=C(CSc1ccc(-c2ccco2)nn1)N1CCCCC1	12.3%	9.1%	-3.0%	-3.0%	0.6%	3.1%	0.6%	2.0	65	13.4%
O=C(CSc1nnc(NC(=O)c2c(F)cccc2F)s1)Nc1ccccc1F	-18.4%	6.7%	-5.6%	3.0%	-0.2%	5.5%	0.0%	0.7	48	1.4%
C=CCNC(=O)/C(=C\c1ccc([N+](=O)[O-])cc1)NC(C)=O	10.4%	9.4%	-4.6%	5.5%	0.7%	9.0%	1.7%	-0.7	62	-4.5%
CCCCn1c(-c2cccnc2)nc2cc3[nH]c(=O)c(C(C)C)nc3cc21	7.5%	5.0%	12.8%	-22.9%[20 µM]	0.9%	-17.5%	-0.7%	4.5	93	0.3%
Cc1ccc(S(=O)(=O)/N=C2/C=C(Sc3ncn[nH]3)C(=O)c3ccccc32)cc1	65.3%	28.3%	-9.8%	-45.7%	0.1%	-1.7%	-0.3%	nt	nt	-0.3%
COc1ccc(NC(=S)NCc2ccc3c(c2)OCO3)cc1	-9.2%	4.8%	-3.0%	-10.8%	-0.6%	2.3%	1.2%	-0.2	78	2.8%
COc1ccccc1NC(=O)CCNS(=O)(=O)c1ccc2c(c1)CCN2C(C)=O	1.6%	1.7%	18.7%	18.7%	-0.1%	14.1%	0.0%	0.2	55	4.3%
CNC(=O)COc1coc(CN2CCN(Cc3ccccc3)CC2)cc1=O	-0.4%	12.5%	26.0%	16.6%	-0.1%	-5.8%	0.3%	-0.7	57	0.9%
Cc1cc2cc3c(cc2nc1SCC(=O)OC(C)C)OCCO3	-14.1%	3.2%	-15.0%	5.7%	-0.1%	-1.4%	0.3%	4.7	86	-2.2%
CC(=O)c1c(C)[nH]c(C(=O)CN2C(=O)NC(C)(c3ccc(C)cc3)C2=O)c1C (stereo not given)	-39.7%	-4.1%	-4.0%	-46.8%	-0.4%	1.2%	-0.2%	0.8	48	4.0%
O=C(CN1CCN(S(=O)(=O)c2ccc(Cl)s2)CC1)NCc1ccc(Cl)cc1	9.1%	2.6%	7.2%	1.1%	-0.2%	18.5%	0.0%	2.8	53	2.3%
COC(=O)c1cn(C(=O)c2cc(Cl)ccc2Cl)c2ccccc12	-2.9%	3.6%	13.4%	-25.5%[20 µM]	-0.2%	0.7%	0.1%	2.6	48	-3.5%
CN(C(=O)c1ccc(=O)n(Cc2ccc(Cl)cc2)c1)c1ccccc1	-11.0%	8.3%	6.7%	26.9%	0.7%	3.0%	-0.7%	1.1	50	-6.7%
CCN(CC)C(=O)Cn1nc(-c2ccncc2)nc1SCC(=O)Nc1ccc(OC)cc1	-20.9%	0.5%	21.4%	-32.5%	0.1%	-16.3%	0.2%	-0.8	48	0.0%
CC(NC(=O)Nc1ccccc1)C(c1cccs1)N1CCN(C)CC1 (stereo not given)	-8.7%	0.8%	-12.1%	48.6%	-0.1%	6.5%	0.1%	-1.1	90	-1.4%
Cc1sc2ncnc(N3CCN(Cc4ccccc4)CC3)c2c1-c1ccccc1	43.2%	1.9%	-0.9%	-67.9%	-0.1%	-15.9%	0.4%	17.1	51	1.5%
